LYPLA1 counter: counter-screen for PME1 inhibitors: inhibitors of human LYPLA1; recombinant LYPLA1, FP-Rh probe fluorescence polarization; inhibition, % at 5.9 µM; hit rate 0.16% among 320,000;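 active = inhibition above the mean of all tested compounds plus 3 SD, set per campaign, cut at about 14% in these data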;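 also: inhibitors block serine hydrolase probe labeling of LYPLA1 so polarization falls; 0% = enzyme with DMSO and 100% = wells lacking LYPLA1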
Target sequence (O75608 whole entry, looked up): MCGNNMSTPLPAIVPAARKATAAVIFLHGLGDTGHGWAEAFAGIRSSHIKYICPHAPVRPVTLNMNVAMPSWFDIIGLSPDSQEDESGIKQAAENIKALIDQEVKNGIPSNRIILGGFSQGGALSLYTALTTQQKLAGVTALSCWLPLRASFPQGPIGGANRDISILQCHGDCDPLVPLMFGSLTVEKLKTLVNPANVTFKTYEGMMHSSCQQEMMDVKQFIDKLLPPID
LYPLA2 inh: LYPLA2 (human) inhibition in PME1 counter-screen; O95372; recombinant LYPLA2, FP-Rh probe fluorescence polarization; inhibition, % at 5.9 µM; hit rate 0.38% among 320,000;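 active = inhibition above the screen-wide mean plus 3 SD, limit set per campaign, cut at about 26% in these data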;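 also: 0% = LYPLA2 with DMSO and 100% = wells lacking LYPLA2 enzyme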
PAD4 FP inh: inhibitors of human PAD4; Q9UM07; recombinant PAD4, RCA probe fluorescence polarization; inhibition, % at 6.36 µM; hit rate 0.41% among 330,000;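 active = percent inhibition above a cutoff equal to the mean of all tested compounds plus 3 SD, cut at about 15% in these data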;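 also: 0% = PAD4 with RCA probe and DMSO and 100% = probe without PAD4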
GSTO1 inh: blocks human GSTO1 in RBBP9 counter-screen. AID 1974. P78417. recombinant GSTO1, activity-based probe fluorescence polarization. hit rate 1.1% among 300,000. inhibition, % at 5.96 µM;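 active = inhibition above the campaign mean inhibition plus 3 SD, cut at about 35% in these data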;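 also: 0% = GSTO1-1 with DMSO and 100% = wells lacking GSTO1-1 enzyme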
PAFAH2 inh: PAFAH2 (human) inhibition. recombinant PAFAH2, FP-rhodamine activity probe, fluorescence polarization. inhibition, % at 3.39 µM. hit rate 0.99% among 340,000;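 active = inhibition above the mean over all tested compounds plus 3 SD, cut at about 30% in these data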;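 also: inhibitors block probe labeling of enzyme so polarization drops; 0% = enzyme with DMSO and 100% = wells lacking PAFAH2 protein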
ZTA DNA inh: counter-screen for EBNA-1 inhibitors: inhibitors of Epstein-Barr virus ZTA | P03206 | ZTA-DNA binding, fluorescence polarization | inhibition, % at 11 µM | hit rate 0.15% among 320,000; in the data active = inhibition above about 33%
PREPL inhibitor: inhibits the human prolyl oligopeptidase-like enzyme. hit rate 0.68% among 320,000. inhibition, % at 5.96 µM. recombinant PREPL, fluorescence polarization activity-based probe. Q4J6C6; in the data active = inhibition above about 43%;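 also: 0% = enzyme with DMSO and 100% = wells lacking enzyme; many of its hits are not listed in these tables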
Target sequence (Q4J6C6 whole entry, looked up): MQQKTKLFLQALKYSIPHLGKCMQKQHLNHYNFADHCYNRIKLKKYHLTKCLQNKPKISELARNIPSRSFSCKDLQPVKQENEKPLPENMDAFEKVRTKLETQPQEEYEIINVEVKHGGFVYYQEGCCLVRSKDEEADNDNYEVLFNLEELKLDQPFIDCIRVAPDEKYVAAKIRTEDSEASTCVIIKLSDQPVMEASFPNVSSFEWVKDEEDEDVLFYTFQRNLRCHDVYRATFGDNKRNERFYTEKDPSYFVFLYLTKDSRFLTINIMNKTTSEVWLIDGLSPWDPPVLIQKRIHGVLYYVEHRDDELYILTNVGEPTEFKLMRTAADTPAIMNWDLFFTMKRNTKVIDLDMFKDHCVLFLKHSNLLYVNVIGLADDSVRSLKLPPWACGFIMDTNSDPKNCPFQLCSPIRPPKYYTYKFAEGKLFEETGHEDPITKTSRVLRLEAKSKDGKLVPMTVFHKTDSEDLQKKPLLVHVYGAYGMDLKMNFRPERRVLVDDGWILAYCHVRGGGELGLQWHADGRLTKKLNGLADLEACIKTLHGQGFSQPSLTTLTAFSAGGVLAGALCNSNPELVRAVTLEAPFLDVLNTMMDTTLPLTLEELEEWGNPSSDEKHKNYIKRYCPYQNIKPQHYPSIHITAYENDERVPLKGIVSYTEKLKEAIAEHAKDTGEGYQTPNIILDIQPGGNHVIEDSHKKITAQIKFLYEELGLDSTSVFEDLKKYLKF
EBNA-1 inh: blocks EBNA-1 binding to DNA | inhibition, % at 14.8 µM | hit rate 0.34% among 300,000 | AID 1950 | EBNA-1 DNA binding, fluorescence polarization; in the data active = inhibition above about 28%
PAFAH1B3 inh: inhibitors of human PAFAH1B3; Q15102; recombinant PAFAH1B3, FP-rhodamine probe, fluorescence polarization; inhibition, % at 3.39 µM; hit rate 0.28% among 340,000;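 active = inhibition above the screen-wide average of all tested compounds plus 3 SD, cut at about 25% in these data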;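 also: 0% = enzyme with DMSO only and 100% = wells lacking PAFAH1B3 protein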
* hit, by the source's call; nt = no result given. This is a subset; count on the stated rates, not on these rows.

SMILES	LYPLA1 counter	LYPLA2 inh	PAD4 FP inh	GSTO1 inh	PAFAH2 inh	ZTA DNA inh	PREPL inhibitor	EBNA-1 inh	PAFAH1B3 inh
COc1ccccc1N1CCN(S(=O)(=O)c2ccc3nc(-c4ccccc4)[nH]c3c2)CC1	-50	-81	2	-44	-104	13	3	-10	-23
CC(=O)Nc1cccc(NC(=O)CSc2ncc(C(=O)Nc3ccccc3)c(=O)n2C)c1	-1	-4	7	-3	-3	-2	-8	3	4
Cc1cc(C)cc(N2CCN(C(=O)N3CCOCC3)CC2)c1	2	1	4	1	-1	-15	-2	-5	8
CCc1ccc(-n2cc(-c3ccc(F)cc3)[n+]3c2SCCC3)cc1	-3	-6	3	4	4	3	24	-12	2
COCCCn1c(SCc2ccccc2)nc2cc(OC)c(OC)cc2c1=N	-4	6	-3	-12	6	-13	30	-17	13
CC(C)C(NC(=O)OCc1ccccc1)C(=O)OCC(=O)N1C(C)CCCC1C (stereo not drawn)	0	-3	3	6	8	-7	6	-11	11
CCOc1ccccc1NC(=O)c1ccc2ccccc2c1	-5	-4	1	3	0	6	1	10	7
COc1ccc(N2CCN(C(c3ccccc3)c3nnnn3Cc3ccc(F)cc3)CC2)cc1 (stereo not drawn)	-2	-4	-3	2	3	8	28	-11	1
O=C(CSc1nnc(CNC(=O)c2ccccc2)o1)NCc1ccccc1	2	-2	-1	-2	-3	-2	-11	9	0
CC(C)OCCCNC(=S)NNC(=O)c1ccc(Cl)c(Cl)c1	3	5	2	2	4	-12	10	3	5
CCN1C(=O)c2ccccc2S(=O)c2ccc(C(=O)NCCN(CC(C)C)CC(C)C)cc21 (stereo not drawn)	4	7	-5	-2	-2	4	6	1	14
O=C(O)CCS(=O)(=O)Cc1ccccc1Cl	2	6	0	6	-1	-18	23	-8	-1
O=C(COC(=O)C1CC1)Nc1nc(-c2ccc(F)c(F)c2)cs1	-2	3	2	1	10	18	-14	2	6
COc1ccc(/C=C/c2onc(C)c2S(=O)(=O)N2CCC(C(=O)N3CCCCCC3)CC2)cc1	-4	12	-1	-5	4	4	20	8	-7
CN(CC(=O)Nc1ccc(F)cc1)C(=O)COC(=O)CN1C(=O)NC2(CCCC2)C1=O	0	-5	0	1	8	-6	1	-1	-8
Cc1ccc2c(CC(=O)OC3CCOC3=O)coc2c1 (stereo not drawn)	2	7	1	-5	5	2	6	2	-5
CCOc1ccc(-c2[nH]ncc2-c2ccccc2)c(O)c1	1	-3	1	-3	10	11	1	-6	3
Cc1ccc(C(=O)CSc2nc(-c3ccccc3)ccc2C#N)cc1	-8	-14	1	5	4	-1	11	-5	-1
Cc1cc(C(=O)Nc2ccccc2)c(C)o1	0	-5	-3	-6	-8	-5	11	-7	-1
COc1cc(OC)c(C=O)c(OC(=O)N2CCOCC2)c1	-2	3	1	6	2	4	-9	1	5
COCCCNc1nc2c(c(=O)[nH]c(=O)n2C)n1CC(O)COc1ccccc1C (stereo not drawn)	1	6	0	7	0	-12	10	2	1
N#Cc1ccc(C(=O)NCC(c2ccco2)N2CCCC2)cc1 (stereo not drawn)	3	3	-1	5	0	-3	11	1	-1
COc1ccccc1N1CCN(S(=O)(=O)c2ccc(Br)s2)CC1	0	-1	-5	-4	4	-3	0	2	6
Cn1c(NC(=O)c2ccc(F)c(F)c2)cc(=O)n(C)c1=O	0	0	0	5	6	4	-4	-3	11
Cc1ccc(OCC(=O)Nc2nnc(S(=O)(=O)N3CCC(C)CC3)s2)cc1	-5	-1	-3	-22	14	-7	11	1	11
COC(=O)c1cc(S(=O)(=O)N(C)C2CCCCC2)c[nH]1	0	2	-2	-2	8	8	-6	8	2
O=C(O)Cc1c(C(=O)O)nnn1-c1cccc(C(F)(F)F)c1	0	1	-7	0	-2	-4	12	2	6
CC(=O)Nc1nonc1-c1nc2ccccc2n1Cc1ccccn1	0	1	0	-10	4	2	8	-5	2
COc1cccc(CNC(=O)C2CCCN(S(=O)(=O)c3c(C)[nH]c(=O)[nH]c3=O)C2)c1 (stereo not drawn)	2	1	1	8	-4	-18	13	1	2
COc1cccc(C2NC(C)(C(=O)O)C3C(=O)N(C(C)C)C(=O)C23)c1O (stereo not drawn)	1	8	4	4	4	-5	-5	-12	2
COc1ccc2nc(COC(=O)c3cccs3)c(C(C)=O)[n+]([O-])c2c1	0	2	1	20	24	-18	7	-7	1
COc1cccc(CNC(=O)c2ccc(NC(=O)C3=CSCCO3)cc2)c1	3	-4	0	2	4	-1	-7	-8	5
CC(C)(C)C(=O)Cn1c(=O)n(CC2CCCO2)c(=O)c2ccccc21 (stereo not drawn)	-2	-1	1	-10	-3	4	-5	-3	2
CCc1cc(C(=O)COc2ccc(F)cc2)c(O)cc1O	-1	2	1	8	-2	-8	-3	-10	4
COc1ccc(S(=O)(=O)NCc2cccnc2)cc1NC(=O)c1ccccc1	1	2	2	3	2	-20	8	4	-1
Cc1ccc(C(=O)N2N=C(c3ccc(Br)cc3)CC2c2ccccc2O)cc1 (stereo not drawn)	-4	-7	2	4	-4	-2	-10	-5	3
Cc1csc(SCC(=O)N2CCN(S(=O)(=O)c3ccccc3)CC2)n1	2	-4	-3	-1	-12	-4	-3	-9	-3
CCN1C(=O)N[C@@H](c2ccccc2)C(C(=O)OC)=C1C	0	0	4	-4	2	-10	7	8	14
Nc1ccc(C(=O)OCC(=O)Nc2cc([N+](=O)[O-])ccc2F)cc1	-5	-2	1	3	83*	1	16	5	-6
N#Cc1c(SCC(=O)N2CCOCC2)nsc1SCC(=O)N1CCOCC1	1	-5	3	7	-6	6	6	-12	3
C/C(CC(=O)C(F)(F)F)=N\NC(=O)/C(C#N)=C/N(C)C	6	1	-7	8	-7	-13	1	-16	4
COc1ccc(S(=O)(=O)Cc2ccc(C(=O)NCc3ccccn3)o2)cc1	0	-7	2	4	1	-16	1	-6	10
O=c1[nH]n2c(=O)c3c([nH]c2c1N=Nc1cccc(Cl)c1)CCC3	8	4	1	12	16	1	27	-4	3
O=C(CC(C(=O)O)C1CCCO1)NCCc1ccc2c(c1)OCO2 (stereo not drawn)	4	1	-4	1	-10	-12	-13	3	2
COc1ccc(/C=N/NC(=O)c2nc(-c3ccccc3)n(-c3ccccc3)n2)cc1	-2	0	4	-2	-3	-18	12	6	10
CN1c2ccccc2C(C)(C)C12CC(c1ccc(S(=O)(=O)N3CCCCC3)cc1)=NO2 (stereo not drawn)	-5	-4	-4	-1	4	6	-3	5	-7
CCc1nnc(NC(=O)CCc2ccc(C)o2)s1	-4	-3	0	5	0	11	-2	6	0
COc1cccc(S(=O)(=O)Nc2noc3ccccc23)c1	-2	8	-2	-1	-5	-3	18	1	5
O=C(c1ccc(Cl)c(S(=O)(=O)NCc2ccccc2)c1)N1CCN(c2ccccn2)CC1	-3	4	-2	-10	-8	6	12	-3	0
CCC(C)[C@H](NC(=O)N1CC(=O)Nc2ccccc21)C(=O)NC(C)CCc1ccccc1 (stereo partly drawn)	0	4	-1	4	4	-10	-9	-8	8
COc1ccc(NC(=O)CC2SC3=NCCN3C2=O)cc1 (stereo not drawn)	-1	-2	-3	1	-1	-3	6	-11	4
Cc1cc2ccccn2c1C(C[N+](=O)[O-])c1ccc(N(C)C)cc1 (stereo not drawn)	-2	1	-5	6	4	6	22	-3	8
CCOc1ccccc1-c1nc(C(N)=O)c2[nH]c(=O)n(-c3ccccc3)c2n1	0	-6	-4	-1	8	2	4	-8	11
Nc1nnc(SCC(=O)c2ccco2)s1	1	4	-3	4	-2	-7	13	-5	7
COCCCn1c(=O)/c(=C\c2ccccc2OC(F)F)s/c1=C(/C#N)C(N)=O	-1	0	0	-4	-1	7	-2	7	-1
O=C(COc1ccc(Cl)cc1Cl)N1CCN(C(=O)c2ccco2)CC1	1	5	0	-5	-3	2	8	9	4
O=C(Nc1ccc(OC(F)(F)F)cc1)c1ccc2ccccc2n1	-8	-15	-4	-13	-4	0	5	7	-4
CO/N=C/C(=N\Nc1ccc(C)cc1)C(=O)c1ccc(OC)cc1	-3	-10	-1	-5	-3	16	0	3	-5
Cn1c(=O)n(Cc2ccco2)c(=N)c2c3c(sc21)CCC3	-2	-4	-2	3	2	-12	8	11	-7
Cc1cccc(NC(=S)NCc2ccc3c(c2)cc(C)n3C)c1C	0	2	19*	2	11	-10	22	-9	2

Reprinted from the results shown, four compounds:
SMILES	LYPLA1 counter	LYPLA2 inh	PAD4 FP inh	GSTO1 inh	PAFAH2 inh	ZTA DNA inh	PREPL inhibitor	EBNA-1 inh	PAFAH1B3 inh
O=C(Nc1ccc(OC(F)(F)F)cc1)c1ccc2ccccc2n1	-8	-15	-4	-13	-4	0	5	7	-4
CO/N=C/C(=N\Nc1ccc(C)cc1)C(=O)c1ccc(OC)cc1	-3	-10	-1	-5	-3	16	0	3	-5
Cn1c(=O)n(Cc2ccco2)c(=N)c2c3c(sc21)CCC3	-2	-4	-2	3	2	-12	8	11	-7
Cc1cccc(NC(=S)NCc2ccc3c(c2)cc(C)n3C)c1C	0	2	19*	2	11	-10	22	-9	2

Next structures follow:
SMILES	LYPLA1 counter	LYPLA2 inh	PAD4 FP inh	GSTO1 inh	PAFAH2 inh	ZTA DNA inh	PREPL inhibitor	EBNA-1 inh	PAFAH1B3 inh
Cc1ccc(NC(=O)Cn2nnc3ccccc32)c(C)c1	-1	-1	-1	2	4	1	-2	10	6
COc1ccc(C(CNC(=O)c2oc3ccccc3c2C)N2CCCC2)cc1 (stereo not drawn)	-3	2	0	nt	5	2	-1	nt	-2
COc1ccc(OC)c(CCNC(=O)Cc2ccc(NC3=NC4CS(=O)(=O)CC4S3)cc2)c1 (stereo not drawn)	-2	9	2	4	-13	-15	7	-8	5
Cc1ccc(NS(=O)(=O)c2c(C(=O)N3CCCCCC3)c(C)n(C)c2C)c(Cl)c1	0	-9	1	0	3	-8	12	-10	3
C(=N\Nc1nc2ccccc2[nH]1)/c1ccncc1	-4	-3	-4	2	5	-10	-3	-5	8
CCCc1ccc(Oc2cc(NN3CCCCC3)c([N+](=O)[O-])cc2[N+](=O)[O-])cc1	1	4	-6	5	-4	-2	2	9	5
COC(=O)c1ccc(C)c(NC(=O)CCc2ccc(OC)c(OC)c2)c1	-1	4	5	-11	-8	-10	1	-14	-6
COCCCNc1nc2c([nH]1)c(=O)[nH]c(=O)n2C	0	-2	1	5	0	4	9	-3	9
Cc1c(C)[n+](=O)c2c(n1[O-])C(Br)CCC2Br (stereo not drawn)	4	1	-4	1	-2	0	-6	0	2
O=C(c1ccncc1)N1CCc2ccccc2C1	-1	-2	-6	-3	-7	-5	-1	-6	1
N#CCSc1ccc(S(=O)(=O)N2CCOCC2)cn1	nt	nt	-1	nt	2	nt	24	nt	9
Cc1ccc([N+](=O)[O-])cc1NC(=O)CCSc1ccc(Cl)cc1	1	1	2	-21	9	3	34	7	5
CCCn1c(N)c(C(=O)CN(C)CC(=O)Nc2ccccc2C(F)(F)F)c(=O)[nH]c1=O	0	3	0	nt	1	6	0	nt	10
O=C(Nc1ccccc1Cl)N1CCN(Cc2ccc3c(c2)OCO3)CC1	-3	-7	-1	-4	3	3	24	6	7
COc1cc(OC)cc(C(=O)N2CCC(C(=O)NCCc3ccccc3)CC2)c1	4	5	-1	3	7	8	13	-1	3
COc1cc(C(=O)NC2CCN(C)CC2)ccc1Nc1ncc2c(n1)N(C1CCC(O)CC1)CCC(=O)N2C (stereo not drawn)	nt	nt	2	nt	4	nt	15	nt	-2
COc1cccc(C(=O)NCC2CCCN2S(=O)(=O)c2cccs2)c1 (stereo not drawn)	1	5	-4	4	4	-4	-4	5	6
CC(C)c1ccc(NC(=O)CSc2nc3ccsc3c(=O)n2CCC(=O)O)cc1	1	1	3	2	5	-13	17	-6	8
NC(=O)Cn1cnc(-c2ccccc2)c1	-1	-2	1	-6	9	-1	-2	-1	10
Nn1c(SCC(=O)NC2CCCC2)nnc1-c1ccccc1F	-1	0	1	4	4	-5	10	-13	0

Screening data (PubChem BioAssay)
